Source: PubChem BioAssay (several laboratories)
IDE inh: inhibits human insulin-degrading enzyme in HEK cells. P14735. FAbetaB cleavage, fluorescence polarization. inhibition, % at 5.59 µM. 0.41% of 320,000 active;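 active means percent inhibition above the average of all tested compounds plus 3 SD, set per screening campaign, cut at about 16% in these data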;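 further: IDE supplied by intact live HEK cells; FP after avidin binding of uncleaved biotin substrate so inhibition keeps polarization high; 0% = DMSO wells and 100% = 60 µM reference IDE inhibitor Ii1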
Target sequence (P14735 whole entry, looked up): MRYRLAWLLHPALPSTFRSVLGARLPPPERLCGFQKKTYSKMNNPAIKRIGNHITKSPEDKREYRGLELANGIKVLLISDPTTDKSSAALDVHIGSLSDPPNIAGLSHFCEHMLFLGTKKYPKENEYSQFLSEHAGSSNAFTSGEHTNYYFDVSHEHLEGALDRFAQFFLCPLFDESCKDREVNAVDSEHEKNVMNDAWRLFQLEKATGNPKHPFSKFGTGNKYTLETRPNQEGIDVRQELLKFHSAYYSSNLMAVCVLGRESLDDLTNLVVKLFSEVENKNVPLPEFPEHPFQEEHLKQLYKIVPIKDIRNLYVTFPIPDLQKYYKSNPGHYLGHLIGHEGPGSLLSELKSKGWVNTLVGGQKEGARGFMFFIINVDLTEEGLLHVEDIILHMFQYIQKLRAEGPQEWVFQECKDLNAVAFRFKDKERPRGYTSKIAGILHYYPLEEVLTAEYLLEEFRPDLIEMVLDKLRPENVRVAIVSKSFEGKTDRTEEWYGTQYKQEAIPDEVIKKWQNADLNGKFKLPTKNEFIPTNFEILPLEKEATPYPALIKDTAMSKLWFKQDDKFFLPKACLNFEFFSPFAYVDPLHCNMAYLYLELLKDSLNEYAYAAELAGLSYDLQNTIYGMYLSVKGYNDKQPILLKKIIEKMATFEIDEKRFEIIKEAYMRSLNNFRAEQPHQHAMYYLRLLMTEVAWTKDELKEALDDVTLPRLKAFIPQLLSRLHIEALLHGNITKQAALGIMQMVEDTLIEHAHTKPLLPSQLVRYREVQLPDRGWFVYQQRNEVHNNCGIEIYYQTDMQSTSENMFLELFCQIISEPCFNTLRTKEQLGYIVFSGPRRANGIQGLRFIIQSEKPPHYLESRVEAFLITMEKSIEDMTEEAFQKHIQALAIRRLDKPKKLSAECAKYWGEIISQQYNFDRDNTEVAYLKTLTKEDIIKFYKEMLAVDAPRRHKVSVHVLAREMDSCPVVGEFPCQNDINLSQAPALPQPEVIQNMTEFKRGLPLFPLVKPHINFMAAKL
DNA FID counter: displaces DNA intercalator in HCV helicase counter-screen | DNA fluorescent intercalator displacement, fluorescence | inhibition, % at 7.9 µM | 0.17% of 290,000 active | AID 1845; in the data active means inhibition above about 37%;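 further: 0% = vehicle and 100% = reference compound; higher means more ethidium bromide displaced from hairpin DNA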
IMP-1 inh: inhibitors of Pseudomonas aeruginosa IMP-1 metallo-beta-lactamase; purified IMP-1, nitrocefin hydrolysis, epi-absorbance fluorescence; inhibition, % at 5.6 µM; 0.45% of 290,000 active; AID 1556;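 active means inhibition above the mean plus 3 SD of all compounds in the same screening run, cut at about 4.5% in these data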;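 further: 0% = IMP-1 with DMSO and 100% = DMSO wells lacking enzyme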
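System: purified IMP-1 / Input: IMP-1 dispensed at 0.2 nM / Medium: 50 mM HEPES pH 7.1, 50 µM ZnSO4, 0.05% Brij 35 / Timing: 15 min enzyme–compound preincubation, then 25 min nitrocefin reaction, 25 °C / Technique: plate fluorescence quenching by hydrolysis product, ex 480/em 530 nm / Repeats: singlicate testing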
NS3 helicase inh: inhibitors of Hepatitis C virus NS3 helicase. NS3 helicase DNA unwinding, Cy5 molecular beacon fluorescence. inhibition, % at 10.9 µM. 0.56% of 290,000 active. AID 1800;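 active means inhibition above the mean of all tested compounds plus 3 SD, set per campaign, cut at about 35% in these data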;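 further: 0% = DMSO wells and 100% = thioflavine S control wells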
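Assay system – hepatitis C virus NS3 helicase domain fragment enzyme · Buffer or medium – MOPS pH 6.5, MgCl2, DTT, Tween20, BSA · Reagent – Cy5/quencher beacon DNA duplex and ATP to start · Compound – single 10.9 µM dose · Timing – 1 h at 25 °C · Technique – Cy5 beacon fluorescence read at start and 1 h · Measure – % inhibition of unwinding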
SUMO HTRF inh: blocks human SUMOylation mediated by UBC9; 0.36% of 290,000 active; HTRF SUMOylation assay, SAE1/SAE2 + UBC9, in vitro; P63279; inhibition, % at 35 µM; in the data active means inhibition above about 50%, passing the limit was not always enough; further: strong numbers were not always called active
IDE cell activ: IDE (human) activation, cell-based; P14735; 0.073% of 340,000 active; activation, % at 5.96 µM; HEK cells, FAbeta-B cleavage, fluorescence polarization; 0% vehicle, 100% cell-free pure enzyme wells;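 active means activation above the mean of all tested compounds plus 3 SD, set per screening campaign, cut at about 17% in these data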
PfM18AAP inh: PfM18AAP enzyme inhibition | recombinant PfM18AAP, H-Glu-NHMec fluorogenic cleavage | 1.2% of 290,000 active | inhibition, % at 7.35 µM | AID 1822;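 active means inhibition above the campaign mean inhibition over all tested compounds plus 3 SD, cut at about 28% in these data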;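 further: 0% = plate median of test compound wells and 100% = 2 mM ZnCl2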
p-CIP stab down: compounds decreasing mouse p/CIP protein stability | Q05BA5 | F442A p/CIP-EGFP cells, EGFP fluorescence, 16 h | decrease of EGFP signal, % at 10 µM | 0.01% of 290,000 active | AID 1984;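 active means EGFP signal decrease of at least 30% at 10 µM or well 3 SD below plate mean, unless failing retest; inactive means the rest, including hits failing retest or dose response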; further: some compounds called inactive have numbers as strong as hits; many of its hits are not listed in these tables
VIM-2 inh: blocks Pseudomonas aeruginosa VIM-2 metallo-beta-lactamase; purified VIM-2, nitrocefin hydrolysis, epi-absorbance fluorescence; inhibition, % at 5.6 µM; 0.89% of 290,000 active; AID 1527;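 active means inhibition above the mean of all tested compounds plus 3 SD, cutoff set per screening run, cut at about 7.5% in these data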;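 further: red hydrolysis product quenches plate fluorescence so inhibitors raise well fluorescence; 0% = enzyme with DMSO and 100% = DMSO without enzyme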
An asterisk follows results filed as active; · = no result given. Rows are unselected; about 3.6% have a hit in one of these screens.

Start of the data: the first 14 compounds, ahead of the listing:
SMILES	IDE inh	DNA FID counter	IMP-1 inh	NS3 helicase inh	SUMO HTRF inh	IDE cell activ	PfM18AAP inh	p-CIP stab down	VIM-2 inh
CCn1c(SCC(=O)N(C)C2CCS(=O)(=O)C2)nnc1-c1cccs1 (stereo unspecified)	0	0	-2.7	-7	-6	-2	-3	14	-0.8
C=CCc1ccc(OCC(O)COCC)c(OC)c1 (stereo unspecified)	-5	-12	-1.9	-2	18	8	-5	2	-2.1
CCOc1ccc(C2=Nn3cnnc3SC2)cc1	2	0	-0.1	-8	21	2	4	-4	1.0
COCCN(CCOC)S(=O)(=O)c1ccc(C(=O)Nc2ccc([N+](=O)[O-])cc2OC)cc1	6	-1	-2.6	6	32	1	2	-2	-2.5
CCC(=O)c1ccc(OCc2ccc(C(=O)OC)o2)c(OC)c1	5	-4	-4.1	7	2	-3	-5	-15	-1.5
O=C(Nc1ccc(NC(=O)c2sc3ccccc3c2Cl)cc1Cl)c1ccco1	1	2	-1.0	0	35	-1	0	-3	0.5
CSc1ccccc1C(=O)Nc1ncc(C)s1	2	0	-0.4	-3	12	1	10	3	-8.6
O=C(CSc1nc(O)c(Cc2ccccc2)c(=O)[nH]1)c1ccccc1	-3	-7	1.4	1	-2	5	0	-2	-0.9
Cc1ccc(SCCNC(=O)/C=C/c2ccc([N+](=O)[O-])cc2)cc1	2	-2	-1.9	-6	-18	-2	-4	5	-2.7
CC(C)Cc1cc(C(=O)Nc2ccc(F)cc2F)no1	-1	4	-2.0	-3	3	0	1	-1	0.4
O=C(c1ccc(CS(=O)c2cccc(Cl)c2)o1)N1CCN(C2CCCCC2)CC1 (stereo unspecified)	-2	-7	-0.8	28	-6	5	-4	2	-0.5
CCN1CCN(CCCNC(=O)CS(=O)(=O)Cc2nc(-c3cccc(OC)c3)oc2C)CC1	15	21	-4.4	3	8	1	-7	0	-2.2
COc1ccccc1C(=O)NCCSCc1ccccc1Cl	-1	-33	0.7	-8	16	0	-5	8	-0.3
Cc1ccccc1OCc1nnc(SCCN2CCCC2)n1-c1ccccc1	0	10	-3.1	-25	-15	3	3	-13	-0.8

All compounds of this part (from the top)
SMILES	IDE inh	DNA FID counter	IMP-1 inh	NS3 helicase inh	SUMO HTRF inh	IDE cell activ	PfM18AAP inh	p-CIP stab down	VIM-2 inh
CCn1c(SCC(=O)N(C)C2CCS(=O)(=O)C2)nnc1-c1cccs1 (stereo unspecified)	0	0	-2.7	-7	-6	-2	-3	14	-0.8
C=CCc1ccc(OCC(O)COCC)c(OC)c1 (stereo unspecified)	-5	-12	-1.9	-2	18	8	-5	2	-2.1
CCOc1ccc(C2=Nn3cnnc3SC2)cc1	2	0	-0.1	-8	21	2	4	-4	1.0
COCCN(CCOC)S(=O)(=O)c1ccc(C(=O)Nc2ccc([N+](=O)[O-])cc2OC)cc1	6	-1	-2.6	6	32	1	2	-2	-2.5
CCC(=O)c1ccc(OCc2ccc(C(=O)OC)o2)c(OC)c1	5	-4	-4.1	7	2	-3	-5	-15	-1.5
O=C(Nc1ccc(NC(=O)c2sc3ccccc3c2Cl)cc1Cl)c1ccco1	1	2	-1.0	0	35	-1	0	-3	0.5
CSc1ccccc1C(=O)Nc1ncc(C)s1	2	0	-0.4	-3	12	1	10	3	-8.6
O=C(CSc1nc(O)c(Cc2ccccc2)c(=O)[nH]1)c1ccccc1	-3	-7	1.4	1	-2	5	0	-2	-0.9
Cc1ccc(SCCNC(=O)/C=C/c2ccc([N+](=O)[O-])cc2)cc1	2	-2	-1.9	-6	-18	-2	-4	5	-2.7
CC(C)Cc1cc(C(=O)Nc2ccc(F)cc2F)no1	-1	4	-2.0	-3	3	0	1	-1	0.4
O=C(c1ccc(CS(=O)c2cccc(Cl)c2)o1)N1CCN(C2CCCCC2)CC1 (stereo unspecified)	-2	-7	-0.8	28	-6	5	-4	2	-0.5
CCN1CCN(CCCNC(=O)CS(=O)(=O)Cc2nc(-c3cccc(OC)c3)oc2C)CC1	15	21	-4.4	3	8	1	-7	0	-2.2
COc1ccccc1C(=O)NCCSCc1ccccc1Cl	-1	-33	0.7	-8	16	0	-5	8	-0.3
Cc1ccccc1OCc1nnc(SCCN2CCCC2)n1-c1ccccc1	0	10	-3.1	-25	-15	3	3	-13	-0.8
Cc1cccc(C(=O)N/N=C2\CS(=O)(=O)N(C)c3ccsc32)c1	2	-3	-3.5	1	-15	2	2	-6	-2.8
CCOc1ccccc1OCCCC(=O)N1CCN(S(=O)(=O)c2cccc(F)c2)CC1	1	-34	-3.0	-4	17	6	4	-11	-2.4
N#Cc1c(N2CCN(C(=O)c3ccccc3)CC2)nc(-c2ccccc2)c2c1CCCC2	3	-36	-3.1	-1	6	1	-2	-2	-3.9
C[C@H](NC(=O)N1CCn2c1nc1ccccc12)C(=O)NC1CCCCC1	-2	-29	-0.7	-6	7	3	0	-6	-3.8
CCOC(=O)CC(NC(=O)CCS(=O)(=O)c1ccc2c(c1)n(C)c(=O)c(=O)n2C)c1ccc(C)cc1 (stereo unspecified)	0	-21	-1.1	-3	15	2	-6	-5	-3.5
N=c1c2c(-c3ccccc3)c(-c3ccccc3)oc2ncn1Cc1ccco1	1	-8	-3.1	-4	-12	2	1	-3	-1.2
O=C(CSc1nc(-c2ccccc2Cl)ns1)c1ccc(Cl)cc1	-1	-3	-1.1	6	4	2	-4	2	-4.6
Clc1ccc(C2=NNC(=NCC3CCCO3)SC2)cc1 (stereo unspecified)	3	-2	-4.0	-4	14	6	-2	-10	-3.0
CCOC(=O)c1[nH]c2ccc(OC)cc2c1NC(=O)CCN1CCCC(C)C1 (stereo unspecified)	2	2	1.0	1	1	1	13	-12	-0.8
CCCCOC(=O)CCc1nc2ccccc2[nH]c1=O	6	-7	-0.6	-5	10	3	-2	5	-2.5

Quoted from the listing:
`Cc1ccccc1OCc1nnc(SCCN2CCCC2)n1-c1ccccc1` in DNA FID counter = 10
`CCOC(=O)c1[nH]c2ccc(OC)cc2c1NC(=O)CCN1CCCC(C)C1` (stereo unspecified) in IMP-1 inh = 1.0

Next entries follow.
SMILES	IDE inh	DNA FID counter	IMP-1 inh	NS3 helicase inh	SUMO HTRF inh	IDE cell activ	PfM18AAP inh	p-CIP stab down	VIM-2 inh
Cn1c(SCc2c(Cl)cccc2Cl)nc(C(F)(F)F)cc1=O	2	3	-0.3	2	-36	-5	2	-2	-1.1
Cc1ccc(/C=N/NC(=O)CCn2nc(C)cc2C)c(C)c1	4	-11	-2.7	0	26	2	1	-7	-0.9
CCCCNC(=O)CCn1nc(-c2ccc(C)cc2)c2ccccc2c1=O	5	-36	-3.1	-2	14	-5	2	-2	-4.0
O=C(CSc1nnc(NC(=O)C2CCC2)s1)Nc1ccccc1	-6	-5	0.2	-12	0	1	-7	-10	0.6
O=S1(=O)N(Cc2ccccc2F)CCCN1Cc1c(F)cccc1Cl	7	-20	-0.2	2	-6	-1	12	-13	-0.7
O=C1c2ccccc2C(=O)c2c1oc(C(F)(F)F)c2C(=O)c1ccccc1	-1	3	-0.1	-2	6	3	-3	-9	-0.4
C=CCNC(=S)Nc1ccc(Cl)c(S(=O)(=O)N2CCOCC2)c1	3	-3	-4.4	-5	-1	-5	-1	4	2.5
C=C(CC1([C@@H](NP(=O)(c2ccccc2)c2ccccc2)[C@H]2C[C@@H]2CCCC)CC1)c1ccccc1	0	-8	-4.6	8	-16	2	-1	-5	-4.5
O=C(NC(=S)Nc1ccc(Cl)cn1)c1cccs1	10	-5	-2.0	3	-15	9	-11	7	-6.6
CC(C)NS(=O)(=O)c1ccc(OCC(=O)N(C)Cc2ccccc2)cc1	3	-8	-0.4	-1	16	2	-5	-1	-2.8
Clc1ccc(CSc2nnc(-c3cccnc3)n2Cc2ccco2)c(Cl)c1	6	-35	-0.5	11	33	-7	-70	-5	-2.1
CN(Cc1ccccc1)C(=O)CSc1nc2c(c(C(F)(F)F)n1)CCc1ccccc1-2	0	0	-0.2	-1	·	4	7	·	-3.2
COc1ccccc1NC(=O)C(C)NC(c1ccccc1)c1ccccc1 (stereo unspecified)	-5	-28	-1.0	-9	17	3	-14	-7	0.3
Cc1csc(SCc2ccccc2C(=O)O)n1	-1	-2	-2.9	7	2	1	1	-7	-3.6
CCOc1cc(CNC)ccc1OCC(=O)NC(C)(C)C	-1	10	-3.5	9	6	1	-2	-7	-3.8
O=C(CSCc1ccc([N+](=O)[O-])cc1)N/N=C/c1ccncc1	-1	-1	-3.0	-6	11	6	0	-2	-1.9
COc1ccc(OC)c(S(=O)(=O)ON2C(=O)c3ccccc3C2=O)c1	3	3	-1.8	8	2	-8	4	-3	-1.7
O=C(NCC(=O)N(c1cccc(F)c1)C(C(=O)NCC1CCCO1)c1ccccc1)c1ccco1 (stereo unspecified)	5	-22	-2.9	-5	16	-1	-1	-2	0.2
CC[N+](CC)(CC#Cc1ccccc1)CC#Cc1ccccc1	-2	5	-2.9	-7	20	8	-12	-29	-1.2
C/C(=N\NC(=O)c1c([N+](=O)[O-])c(C)nn1C)c1ccc(NC(=O)C2CCCC2)cc1	-2	-23	-1.8	7	-12	2	1	-34	0.0
Cc1ccc2c(c1)NC(=O)c1cccnc1N2	-5	1	-0.2	7	-4	-1	-72	-6	0.5
CS(=O)(=O)C1=NSC2=NC(=O)/C(=C\c3ccc(-c4ccccc4)o3)C(=N)N21	5	-16	-2.2	15	-5	·	3	2	-2.7
